Assay outcomes deposited in PubChem BioAssay by several laboratories.
KOR beta-arrestin-1: kappa opioid receptor blockers – cell-based, luminescence, uHTS (AID 1778); KOR beta-arrestin recruitment, luminescence, antagonist mode; higher % means a stronger effect; one-dose inhibition, % at 10 µM; IC50 in µM for titrated hits; actives 0.091% (n = 290,000); note: strong numbers were not always called active
NOD1 NF-kB reporter: NOD1 signaling inhibitors, primary screen, cell-based, luminescence, uHTS (AID 1578) | NOD1-driven NF-kB luciferase reporter cells, luminescence; higher % means a stronger effect | inhibition, % at 4 µM, or EC50 in µM where a hit was titrated | actives 1% (n = 290,000); in the data active = inhibition mostly above about 36%, no sharp cut-off; inactive = mostly below about 34%;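 note: HEK-293T reporter cells stimulated with the NOD1 agonist gamma-tri-DAP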
West Nile virus CPE: West Nile virus antiviral activity, cell-based, CPE readout (AID 1621). West Nile virus-infected cells, CPE inhibition; higher % means a stronger effect. one-dose CPE inhibition, % at 10 µM; IC50 in µM for titrated hits. actives 0.02% (n = 290,000); in the data active = a potency from the dose series; inconclusive = CPE inhibition mostly from about 3.7% at the one dose, without a potency; inactive = the rest, 99 in 100 with CPE inhibition below about 2.2%; note: strong numbers were not always called active
Yfh1-off respiration: enhancers of respiration in Yfh1-depleted yeast, dose response, Friedreich's ataxia, plus single-dose screen (AID 1465); S. cerevisiae Yfh1-off respiration, WST-1 reduction, 72 h; higher fold induction means a stronger effect; actives 0.074% (n = 220,000); fold induction at 50 µM, or EC50 in µM where a hit was titrated;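 active = fold induction of absorbance versus untreated yeast above a set limit, then at least 30% activation at any dose in follow-up; inconclusive = repeats straddling the limit, or above it without dose testing; inactive = fold induction below the set limit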;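 note: activators that raise dye reduction in frataxin-depleted yeast; strong numbers were not always called active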
NS5 inhibitors: Dengue-2 NS5 methyltransferase inhibitors, primary screen, biochemical, confirmation dose response (AID 588689); inhibition, % at 25 µM; hits with a dose series show IC50 in µM; actives 0.3% (n = 340,000); Dengue-2 NS5 methyltransferase capping enzyme assay, biochemical; higher % means a stronger effect; in the data active = a potency from the dose series; inconclusive = inhibition above about 29% without an active follow-up result
HEK293 NOD2/NF-kB: NOD2 signaling inhibitors, cell-based, luminescence, uHTS, HEK293 (AID 1566); HEK293 NOD2/NF-kB luciferase reporter, luminescence; higher % means a stronger effect; one-dose inhibition, % at 4 µM; EC50 in µM for titrated hits; actives 0.63% (n = 290,000); note: many of its hits are not listed in these tables
HIV peptide binding: cell-free HIV fusion peptide-binding blockers – biochemical, uHTS, fluorescence dequenching, primary screen (AID 1986); cell-free peptide binding, fluorescence dequenching, 30 min; higher % means a stronger effect; inhibition, % at 20 µM; hits with a dose series show IC50 in µM; actives 0.3% (n = 290,000); in the data active = inhibition mostly above about 52%, no sharp cut-off; inactive = mostly below about 76%; note: some results filed as inactive read as strong as hits
AID2073: disruptors of CaV2.2 binding to Mint1 – biochemical, HTRF (AID 2073). HTRF protein-protein interaction, Mint1-CaV2.2; higher % means a stronger effect. inhibition, % at 20 µM; hits with a dose series show IC50 in µM. actives 0.19% (n = 290,000); in the data active = inhibition mostly above about 51%, no sharp cut-off; inconclusive = no clear call, values can overlap the other calls; inactive = mostly below about 53%; note: some results filed as inactive read as strong as hits
KOR beta-arrestin-2: kappa opioid receptor activators – cell-based, luminescence, uHTS, primary screen (AID 1777) | KOR beta-arrestin recruitment, luminescence; higher % means a stronger effect | activation, % at 10 µM, or EC50 in µM where a hit was titrated | actives 0.02% (n = 280,000); in the data active = activation above about 50%, passing the limit was not always enough; note: a part of the inactive calls stands beside numbers as strong as those of hits
NS5 inhibitors pilot replicate: further read-out of NS5 inhibitors, marked with its call; inhibition, %; measured here: pilot screen replicate inhibition
* hit, by the source's call; i = inactive; ? = inconclusive; / = not tested or not shown; [ ] = dose if it differs, or a comment. Cut-off read from the data, not from the text of the source, unless noted: active = inhibition above about 50%; inactive = the rest. The list is partial; rates above refer to the full screens.

SMILES | KOR beta-arrestin-1 | NOD1 NF-kB reporter | West Nile virus CPE | Yfh1-off respiration | NS5 inhibitors | HEK293 NOD2/NF-kB | HIV peptide binding | AID2073 | KOR beta-arrestin-2 | others
CC(Oc1ccccc1)C(=O)Nc1cccc([N+](=O)[O-])c1 (configuration not stated) | 20%[20 µM] | -4% | -0.4% | i | -6% | 6% | 0.4% | 0% | /
CCOC(=O)Cc1csc(NC(=O)CSc2nc3cccnc3n2CC)n1 | -30% | -18% | / | / | 2% | 10% | -0.8% | -13% | -4.5%
COc1cccc(-c2nc(OC(C)C)c3ccccc3n2)c1 | 10% | 12% | 0.0% | i | -3% | 14% | -1.0% | 2% | 3.2%
CCc1nc(OCCN(CC)CC)c2oc3ccccc3c2n1 | 2% | 8% | -0.7% | i | -1% | -5% | -0.9% | 5% | 1.6%
CC(=O)Nc1ccc(Nc2cc(N(C)C)c3nonc3c2[N+](=O)[O-])cc1 | 14% | 6% | -0.5% | / | -5% | -31% | 1.0% | 7% | 6.8%
COc1cccc(C(=O)Nc2cc(C)on2)c1OC | -8% | -43% | 0.6% | i | -1% | -16% | 1.5% | -6% | -2.2%
O=C(NC1CCCc2ccccc21)c1cn2ccccc2n1 (configuration not stated) | 19% | -29% | -1.0% | i | -8% | -12% | 0.3% | -2% | -1.3%
O=C(/C=C/c1cccs1)c1cc(Cl)ccc1OC(=O)N1CCOCC1 | 26% | -21% | 2.2% | i | 4% | -4% | -1.2% | 3% | -3.1%
COCCNC(=O)CSc1ccccc1C(=O)O | -35% | -47% | 0.2% | i | -3% | 4% | -1.8% | -18% | 2.1%
COc1ccc2nc(NC(=O)c3ccc(NC(=O)C4CCCO4)cc3)sc2c1 (configuration not stated) | 1% | 2% | 0.6% | / | -6% | -9% | -3.1% | 24% | -2.6%
COc1cc2c(cc1OC)CN(C(=S)Nc1cccc(Cl)c1C)CC2 | -9% | 6% | -0.3% | i | -6% | 21% | 0.4% | 16% | 0.2%
O=C(COc1ccccc1)N1CCN(c2ccccc2)CC1 | 25% | -6% | 0.3% | i | -2% | 3% | 1.7% | -12% | -1.5%
S=C(c1cn(CCOc2ccccc2)c2ccccc12)N1CCCC1 | -13% | -13% | 0.1% | ? | 2% | -39% | 0.8% | -48% | 0.8%
O=c1c2ccccc2[nH]c(=S)n1C1CCCCC1 | -42% | -33% | 0.0% | i | -7% | 2% | 0.6% | -15% | 5.8%
C=CCNC(=O)/C(C#N)=C\c1cc(Cl)c(O)c(OCC)c1 | 18% | -26% | 0.1% | i | -13% | -37% | 2.1% | -5% | -8.5%
COc1ccc(N2C(=O)CC(N3CCN(c4ccc(C(=O)c5cccnc5)cc4)CC3)C2=O)cc1 (configuration not stated) | -5% | -7% | -0.6% | i | -1% | 10% | -3.3% | 6% | -2.4%
COc1cc(C(=O)NCCSc2ccc(F)cc2)cc(OC)c1OC | 6% | 1% | -0.7% | / | -1% | 39% | 3.6% | 1% | -1.7%
O=C(C1CCN(c2nnc(-n3cccc3)s2)CC1)N1CCCCC1 | -37% | -18% | 0.5% | / | 9% | -11% | 0.0% | 0% | 1.0%
O=C1CCC/C(=N\NC(=O)COc2ccc(Cl)cc2)C1 | -8% | -27% | 0.1% | i | 3% | 12% | -1.9% | -1% | 0.3%
COc1cccc(CN2CCC(Oc3ccc(C(=O)N4CCCCC4)cc3)CC2)c1 | -12% | -16% | -0.8% | / | 7% | -3% | 1.7% | -1% | 2.0%

Part of the list above in order of number of heavy atoms, highest first:
SMILES | KOR beta-arrestin-1 | NOD1 NF-kB reporter | West Nile virus CPE | Yfh1-off respiration | NS5 inhibitors | HEK293 NOD2/NF-kB | HIV peptide binding | AID2073 | KOR beta-arrestin-2 | others
CCc1nc(OCCN(CC)CC)c2oc3ccccc3c2n1 | 2% | 8% | -0.7% | i | -1% | -5% | -0.9% | 5% | 1.6%
COc1cccc(C(=O)Nc2cc(C)on2)c1OC | -8% | -43% | 0.6% | i | -1% | -16% | 1.5% | -6% | -2.2%
O=c1c2ccccc2[nH]c(=S)n1C1CCCCC1 | -42% | -33% | 0.0% | i | -7% | 2% | 0.6% | -15% | 5.8%

(listing goes on)
SMILES | KOR beta-arrestin-1 | NOD1 NF-kB reporter | West Nile virus CPE | Yfh1-off respiration | NS5 inhibitors | HEK293 NOD2/NF-kB | HIV peptide binding | AID2073 | KOR beta-arrestin-2 | others
COc1ccc(CCNC(=O)c2ccc3nc(N4CCCCC4)sc3c2)cc1OC | 9%[20 µM] | -33% | -0.1% | / | -1% | 24% | 0.6% | 0% | -3.0%
Cc1ccc(NC(=O)C(C)N2C(=O)c3ccccc3C2=O)cc1C (configuration not stated) | -5% | -27% | 0.2% | / | -3% | -4% | -0.2% | 13% | 11% | NS5 inhibitors pilot replicate=3.7
O=C(c1ccc(-c2cc(Cl)ccc2Cl)o1)N1CCOCC1 | -56%[20 µM] | -52% | 0.2% | i | -6% | -28% | 0.3% | 5% | /
COc1ccc(Cc2nnc(NC(=O)c3ccco3)s2)cc1OC | 18% | 0% | 1.1% | i | -2% | 19% | 0.5% | 2% | 1.0%
COC(=O)Cn1c(CN2CCN(c3ccc(F)cc3)CC2)nc2c1c(=O)n(C)c(=O)n2C | 13% | 27% | 0.3% | i | -7% | 28% | -1.0% | -1% | 0.2%
CCN(c1ccccc1)S(=O)(=O)c1ccc(OCc2c(C)noc2C)cc1 | 22% | -14% | -0.6% | i | 5% | -19% | 0.5% | -6% | -2.0%
COC1CCCN(C(=O)c2ccc(OC3CCN(CCc4ccccc4)CC3)cc2)C1 (configuration not stated) | -21% | -29% | -0.6% | i | -4% | -15% | -0.4% | 9% | -2.9%
COc1ccc(CCNC(=O)c2cc(S(=O)(=O)N3CCCCC3)c[nH]2)cc1OC | 10%[20 µM] | 8% | -0.2% | / | -2% | 6% | -0.1% | 19% | -4.0%
CC(C)CN1C(=O)c2ccc(C(=O)Nc3ccccc3C(=O)O)cc2C1=O | -3% | 0% | -0.2% | / | -2% | 8% | 10% | 14% | -2.8%
CCOC(=O)c1cc(CC)sc1NC(=O)CN1CCN(C(=O)c2ccco2)CC1 | 23% | -16% | -0.6% | / | 14% | 14% | 1.5% | 13% | -0.4%
CC1(C)C2CCC1(CS(=O)(=O)N1CCN(c3ccc(F)cc3)CC1)C(=O)C2 (configuration not stated) | -18% | -6% | -0.9% | / | -4% | 2% | 2.2% | 5% | 5.9%
CC(=O)Nc1ccc(C(=O)N(C)C(C(=O)Nc2ccc(C)cc2)c2ccccn2)cc1 (configuration not stated) | -46% | -17% | -0.1% | i | 1% | 4% | 0.3% | -2% | 12%
CC(C)OCCCNC(=O)C(=O)N/N=C/c1ccc(OCc2ccccc2)cc1 | 8% | 6% | 1.0% | i | / | -21% | -3.0% | -2% | -7.2%
CCOC(=O)C1CCCN(Cc2cccc(Cl)c2)C1 (configuration not stated) | 44% | -40% | -0.3% | i | -4% | -8% | 0.5% | -8% | -5.2%
CC(=O)c1cc(C)ccc1OC(=O)c1cccnc1 | 16% | -1% | 1.3% | i | -1% | 19% | -1.5% | -3% | -3.6%
CCN(CC)S(=O)(=O)c1cc(NS(=O)(=O)c2ccccc2)ccc1C | -13% | -4% | -1.0% | i | -1% | 2% | 4.2% | -2% | 2.2%
COCCCN1C(=O)C(=O)/C(=C(/O)c2ccc(OC)cc2)C12C(=O)N(C)c1ccccc12 (configuration not stated) | 4% | -3% | -0.1% | i | 3% | 0% | -1.6% | 14% | -4.9%
N#CCCN(Cc1cccs1)C(=O)c1ccc(Cl)cc1 | 10% | 2% | 0.3% | i | -13% | 23% | -0.5% | -1% | 2.1%
COC(=O)c1ccc(COc2cc(C)ccc2C)o1 | -5% | 0% | 0.1% | / | -6% | -6% | -1.6% | 14% | -4.9%
CC(=O)c1c(C)nc(-c2ccc(Cl)cc2Cl)n1O | -5% | -9% | -0.1% | i | -10% | 26% | -2.0% | 21% | -7.8%
Cn1cnc([N+](=O)[O-])c1S(=O)(=O)c1cccc(Cl)c1 | 35% | 11% | -0.1% | i | -41% | 7% | 0.4% | -7% | -7.7%
COc1ccc(C(=O)N/N=C/C(Br)=C/c2ccccc2)cc1 | 16% | 27% | / | / | 3% | 2% | -2.0% | -12% | -2.0%
Cc1ccc(/C=N/Nc2nncn2N)cc1 | -28% | 1% | -0.1% | / | -4% | 3% | 1.6% | 1% | -5.1%
Cc1ccc(NC(=O)N2CCC(NC(=O)c3cccc(C)c3)CC2)cc1 | -70% | -16% | -0.3% | / | -6% | 7% | -1.3% | -14% | 1.7%
C=CCCC(=O)N1CCC(n2nccc2NC(=O)CCCc2ccccc2)CC1 | 10% | -7% | -0.4% | / | 5% | 14% | -2.2% | 18% | 3.5%
Cc1cc(F)ccc1S(=O)(=O)Nc1ccccc1C(=O)NCc1cccnc1 | -3% | -35% | -0.6% | i | -6% | -2% | 0.5% | 1% | -2.6%
O=C(c1cccs1)n1nc(-c2ccc(Cl)cc2)nc1NCc1ccco1 | -18% | 2% | 1.6% | i | 0% | -11% | 0.3% | 23% | 2.2%
Cc1ccc(C(=O)NC2(O)C(=O)c3ccccc3C2=O)cc1C | 8% | 2% | 0.3% | i | 5% | 9% | -0.3% | -7% | 7.0%
CN(c1ccccc1)S(=O)(=O)c1cccc(NC(=O)C2CC(=O)N(Cc3ccccc3)C2)c1 (configuration not stated) | 4% | -8% | 0.8% | i | -1% | 13% | 0.3% | -1% | 1.7%
C=CCN(C(=O)c1csnn1)C(C(=O)NCc1ccccc1)c1cccs1 (configuration not stated) | 0% | -32% | -0.4% | / | -7% | 3% | -0.3% | -16% | -0.7%
C=CCC1(O)CC(c2ccco2)NC(c2ccco2)C1CCC (configuration not stated) | -10% | -17% | -0.6% | i | 2% | -7% | 0.4% | -9% | -0.3%
OC(COc1ccc(Cl)cc1Cl)CN1CCc2ccccc2C1 (configuration not stated) | -15% | -30% | -0.1% | / | 3% | -7% | 0.5% | 8% | 2.4%
O=C(NCc1cccc(Cl)c1)c1ccc2nc[nH]c2c1 | 7% | -29% | -0.2% | i | -10% | 16% | 4.0% | 3% | -0.1%
Cc1ccc2c(C)c(C(=O)N(Cc3ccccc3)C3CCS(=O)(=O)C3)oc2c1 (configuration not stated) | -15% | -29% | -0.7% | / | -7% | 0% | 0.6% | 30% | -3.3%
O=C(Cc1ccc(Cl)cc1)NNC(=O)c1ccco1 | -6% | -19% | 0.2% | / | 0% | -2% | 0.9% | 10% | 5.1%
Cc1ccc2cccc(S(=O)(=O)N3CCN(c4cccc(Cl)c4)CC3)c2n1 | 21% | -13% | -0.5% | i | -3% | -27% | 2.7% | 0% | -1.6%
Cc1cccc(C)c1NC(=O)NC1(C(=O)N2CCOCC2)CCCCC1 | -13% | -20% | 0.0% | i | 6% | -14% | 3.0% | -2% | 5.3%
COc1ccc(CNS(=O)(=O)c2ccc(F)c(C(=O)Nc3ccccc3OC)c2)cc1 | 18% | -16% | 0.7% | i | -7% | 14% | 4.3% | 16% | 0.5%
